Tb MetRS inh = blocks T. brucei methionyl-tRNA synthetase activity. purified T. brucei MetRS, ATP depletion, Kinase-Glo luminescence. inhibition, % at 11.9 µM. 360,000 compounds, 0.4% hits;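 active means inhibition above a per-plate cutoff of the control wells' mean inhibition plus 3 SD, cut at about 5.5% in these data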;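 further: 0% = DMSO wells median and 100% = median of wells with control inhibitor compound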
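Material: T. brucei methionyl-tRNA synthetase, purified; reagent: substrates ATP, L-methionine and bulk Escherichia coli tRNA; dosing: 11.9 µM single point; timing: 15 min plus 2 h at 25 °C; detection: luminescence of leftover ATP; evaluation: % inhibition; control set: DMSO-only wells as low control; replicates: singlicate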
Rin1-Abl PPI inh = human Rin1-Abl interaction inhibition; TR-FRET Rin1/Abl binding, biochemical; inhibition, % at 7.35 µM; 360,000 compounds, 0.4% hits; P00519+Q13671; in the data active means inhibition above about 5%, passing the limit was not always enough
Target sequence (P00519 whole entry, looked up): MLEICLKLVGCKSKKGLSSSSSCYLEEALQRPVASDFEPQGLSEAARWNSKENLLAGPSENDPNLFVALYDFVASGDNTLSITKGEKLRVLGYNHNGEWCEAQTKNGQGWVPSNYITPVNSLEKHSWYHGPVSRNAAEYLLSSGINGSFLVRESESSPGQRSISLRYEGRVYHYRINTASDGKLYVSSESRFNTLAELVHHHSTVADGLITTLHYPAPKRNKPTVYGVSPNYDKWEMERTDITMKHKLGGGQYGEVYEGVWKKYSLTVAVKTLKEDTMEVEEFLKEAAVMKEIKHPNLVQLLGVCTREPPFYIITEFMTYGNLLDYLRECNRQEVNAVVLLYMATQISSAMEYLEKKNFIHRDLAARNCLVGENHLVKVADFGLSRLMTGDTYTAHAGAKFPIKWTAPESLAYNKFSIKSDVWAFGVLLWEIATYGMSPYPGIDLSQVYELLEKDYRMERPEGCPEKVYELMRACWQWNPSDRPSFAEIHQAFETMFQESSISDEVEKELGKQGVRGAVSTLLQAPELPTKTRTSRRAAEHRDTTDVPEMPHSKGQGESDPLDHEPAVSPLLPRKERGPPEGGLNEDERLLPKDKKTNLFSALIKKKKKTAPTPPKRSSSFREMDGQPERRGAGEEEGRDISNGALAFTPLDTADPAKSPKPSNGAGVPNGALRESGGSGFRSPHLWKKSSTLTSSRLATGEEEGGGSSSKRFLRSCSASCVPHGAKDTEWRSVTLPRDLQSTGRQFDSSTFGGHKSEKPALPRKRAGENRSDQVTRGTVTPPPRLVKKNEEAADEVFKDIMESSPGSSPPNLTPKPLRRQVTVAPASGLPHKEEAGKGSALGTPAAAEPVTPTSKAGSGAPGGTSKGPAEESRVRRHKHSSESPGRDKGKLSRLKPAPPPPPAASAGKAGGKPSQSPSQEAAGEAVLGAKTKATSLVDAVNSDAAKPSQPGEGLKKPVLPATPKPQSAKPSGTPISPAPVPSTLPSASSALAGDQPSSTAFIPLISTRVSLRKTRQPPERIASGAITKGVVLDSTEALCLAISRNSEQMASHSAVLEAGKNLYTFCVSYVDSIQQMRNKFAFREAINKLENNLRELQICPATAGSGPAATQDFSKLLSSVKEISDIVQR
Target sequence (Q13671 whole entry, looked up): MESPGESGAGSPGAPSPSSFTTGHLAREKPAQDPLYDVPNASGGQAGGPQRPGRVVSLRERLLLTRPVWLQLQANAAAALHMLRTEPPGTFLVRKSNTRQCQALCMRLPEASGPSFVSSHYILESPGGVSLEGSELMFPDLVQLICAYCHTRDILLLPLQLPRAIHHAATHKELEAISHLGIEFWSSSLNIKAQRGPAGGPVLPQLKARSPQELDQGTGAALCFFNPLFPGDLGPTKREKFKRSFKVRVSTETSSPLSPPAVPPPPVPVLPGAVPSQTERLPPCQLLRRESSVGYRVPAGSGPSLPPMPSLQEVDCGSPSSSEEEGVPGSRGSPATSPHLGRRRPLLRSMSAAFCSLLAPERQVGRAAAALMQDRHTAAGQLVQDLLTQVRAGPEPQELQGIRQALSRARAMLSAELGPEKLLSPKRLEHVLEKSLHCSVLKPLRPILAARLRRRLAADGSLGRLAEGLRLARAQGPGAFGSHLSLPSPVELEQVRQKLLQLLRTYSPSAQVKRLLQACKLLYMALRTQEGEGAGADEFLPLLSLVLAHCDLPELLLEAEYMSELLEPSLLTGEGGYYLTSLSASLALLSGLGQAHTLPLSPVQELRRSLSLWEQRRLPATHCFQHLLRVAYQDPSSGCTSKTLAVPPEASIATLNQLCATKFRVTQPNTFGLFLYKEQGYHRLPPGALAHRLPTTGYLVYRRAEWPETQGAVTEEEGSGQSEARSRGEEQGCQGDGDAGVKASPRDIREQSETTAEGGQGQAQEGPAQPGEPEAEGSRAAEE
CSN inh = blocks human CSN-mediated cullin deneddylation | Purified CSN, SCF-Nedd8-OG deneddylation, fluorescence polarization | Q92905 | 360,000 compounds, 0.38% hits | inhibition, % at 12.5 µM;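 active means pattern-corrected inhibition above about 35%, with an unprinted fluorescence ratio check between 0.5 and 1.5, limit read from the data, passing the limit was not always enough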;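 further: 0% = enzyme with substrate and 100% = substrate without enzyme; some results filed as inactive read as strong as hits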
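Material: purified human Csn5 enzyme expressed in HEK293T cells / Medium: Tris buffer pH 7.5, NaCl, DTT, Tween-20, trehalose, ovalbumin / Compound dosing: 12.5 µM single point / Schedule: 90 min incubation of compound, enzyme and substrate at room temperature / Signal: fluorescence polarization of the substrate / Control set: no-enzyme wells high, enzyme-with-substrate wells low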
MsrA inh = inhibits bovine methionine sulfoxide reductase A. purified bovine MsrA, absorbance read-out. inhibition, % at 15.5 µM. 360,000 compounds, 0.75% hits. AID 651718; in the data active means inhibition above about 4.5%;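 further: 0% = vehicle wells with enzyme and 100% = reference inhibitor wells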
FAS-TE inh = blocks the thioesterase domain of human fatty acid synthase. inhibition, % at 15 µM. P49327. recombinant FAS-TE, OMFH fluorogenic substrate, fluorescence endpoint. AID 602261. 360,000 compounds, 0.67% hits;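 active means compounds whose normalised, plate-corrected inhibition of enzyme fluorescence in the single-dose primary screen is 50% or more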;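 further: 0% = DMSO with enzyme and 100% = substrate without enzyme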
E coli Lon inh = inhibits E. coli Lon protease; P0A9M0; purified E. coli Lon protease, fluorescence polarization; inhibition, % at 7.94 µM; 360,000 compounds, 0.42% hits; in the data active means inhibition above about 13%, passing the limit was not always enough;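 further: 0% = enzyme with probe and DMSO and 100% = no enzyme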
Neddylation inh = blocks human cullin neddylation | TR-FRET cullin neddylation, biochemical | calls only at 25 µM | AID 651699 | 360,000 compounds, 0.58% hits; in the data active means inhibition above about 36%
PABP1 MLLE inh = inhibitors of microRNA-mediated deadenylation, human PABP1 MLLE binding. GST-MLLE / FITC-PAM2 fluorescence polarization. inhibition, % at 20 µM. 360,000 compounds, 0.36% hits; in the data active means inhibition above about 35%, passing the limit was not always enough;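 further: plate controls were DMSO wells with GST-MLLE for no effect and wells lacking GST-MLLE protein for full effect; some results filed as inactive read as strong as hits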
bovine MsrA act = bovine methionine sulfoxide reductase A activation; activation, % at 10.6 µM; AID 602163; 360,000 compounds, 0.3% hits; purified bovine MsrA, absorbance read-out; in the data active means activation above about 7.5%;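 further: 0% = vehicle and 100% = reference activator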
The depositor's hits bear a star; i = inactive; x = no result given. Rows are unselected; 4% or so of the library scored in one or more.

cpd	canonical_smiles	Tb MetRS inh	Rin1-Abl PPI inh	CSN inh	MsrA inh	FAS-TE inh	E coli Lon inh	Neddylation inh	PABP1 MLLE inh	bovine MsrA act
1	Cc1ccc(C(=O)N2CCCC(Nc3ccc(F)cc3)C2)cc1C (centres undefined)	-0.6	2	0	0.4	2	1	i	-29	-5
2	Cc1cccc2sc(NC(=O)CCNS(=O)(=O)c3cccs3)nc12	-0.2	-4	6	0.2	13	0	i	12	-3
3	CC1CCCCC1NC(=O)NC(=O)COC(=O)c1ccc(OC(F)F)cc1 (centres undefined)	-0.4	-2	0	0.8	16	-4	i	3	-8
4	COc1ccc(OCC(O)Cn2c(N3CCCCC3)nc3c2c(=O)[nH]c(=O)n3C)cc1 (centres undefined)	-1.7	1	2	-1.1	-3	4	i	-2	-1
5	Nc1ccn([C@@H]2O[C@H](C(=O)N3CCN(Cc4ccccn4)CC3)[C@@H](O)[C@H]2O)c(=O)n1	-0.1	x	-1	-0.1	-8	0	i	x	-2
6	Nn1cc(-c2ccccc2)nc1SCC(=O)N1CCN(S(=O)(=O)c2ccc3ccccc3c2)CC1	-0.9	1	-1	-0.3	13	-10	i	-6	-2
7	O=C(/C=C/c1ccc(Cl)cc1)NC1CCS(=O)(=O)C1 (centres undefined)	-0.5	-1	-5	-0.1	-3	-6	i	-2	-6
8	CCC1=NN(C(=O)COc2ccccc2C)C(O)(c2ccncc2)C1 (centres undefined)	-0.6	3	-1	-1.4	-4	-2	i	8	-6
9	Cc1ccc(NC(=O)Nc2ccc(F)cc2F)c(OC(F)F)c1	0.1	-2	1	0.4	-4	16	i	-21	-1
10	CCOc1ccc2oc(C(=O)OCC(=O)N3C(C)CCCC3C)c(C)c2c1 (centres undefined)	-0.2	0	1	0.9	18	-20	x	2	8.7*
11	CC(C)CC(NS(=O)(=O)c1ccc2c(c1)oc(=O)n2C)C(=O)NCc1cccnc1 (centres undefined)	0.0	-1	5	-0.5	-9	8	i	-3	-1
12	Cc1[nH][nH]c(=O)c1[C@@H](c1ccccc1[N+](=O)[O-])C(C#N)C#N	1.7	-1	-2	1.2	2	-5	i	12	-4
13	CCCc1c(NC(=O)Nc2ccc(Cl)cc2Cl)cnn1-c1ccccc1	0.8	1	0	0.3	-1	-6	i	1	1
14	COc1ccc2nc(NC(C)=O)sc2c1	-0.1	-3	-6	-0.2	-4	8	i	-2	-1
15	CS(=O)(=O)Nc1cccc(C2=NN(S(C)(=O)=O)C(c3ccc4c(c3)OCO4)C2)c1 (centres undefined)	-0.3	-2	-4	-1.1	0	-8	i	-6	-3
16	CC(C)NC(=O)c1ccc(COCC(F)(F)F)cc1	0.4	5	-4	-0.7	-3	2	i	0	0
17	COc1ccc(C(C)(C)C)cc1NC(=O)CCN1C(=O)NC(C)(C)C1=O	0.6	-2	4	0.2	-7	-14	i	-29	-1
18	Cc1cc(C)c(S(=O)(=O)N2CCN(C(=O)c3cc(=O)[nH]c4ccccc34)CC2)c(C)c1	0.8	-2	-4	-1.1	-6	-16	i	-4	-10
19	Cc1ccc(C)c(NC(=O)CCN2CCc3ccccc3C2)c1	-0.5	-1	1	0.2	-4	-6	i	2	-4
20	CSCCC(NS(=O)(=O)c1ccc(C)cc1)C(=O)NC1CCCCCC1 (centres undefined)	0.0	-2	-1	0.8	4	-13	i	4	0
21	CCOC(=O)CNC(=O)CSc1nnnn1-c1ccc(C)c(C)c1	-0.6	-2	1	1.1	-5	-9	i	-3	-7
22	Cc1nccn1C[C@@H]1CCc2c(c3ccccc3n2C)C1=O	-0.3	0	0	0.1	0	-1	i	1	-1
23	NCCCCCC(=O)Nc1ccncc1	-0.7	1	4	-1.0	-3	-5	i	4	-2
24	Cc1ccc(OC(=O)c2ccc(C)c(C)c2)cn1	-0.7	0	1	-0.1	-2	10	i	2	-1
25	Cc1cccc2cc(CN(CCN3CCOCC3)C(=O)Nc3ccccc3F)c(=O)[nH]c12	-0.9	2	0	0.4	-4	-18	i	9	-4
26	CC1=CCC2C(=O)N(c3ccccc3OC(=O)c3ccccc3F)C(=O)C2C1 (centres undefined)	-0.8	4	-1	1.6	-6	-2	i	-1	-12
27	Cc1cc(C)n(C(=O)CCCCCCCC(=O)n2nc(C)cc2C)n1	0.1	0	3	-0.4	24	-4	i	6	-2
28	CCCCOCCCNC(=O)c1cccs1	0.2	-2	1	-1.2	-6	-1	i	-9	-1
29	C/C(=C\C(=O)c1cccnc1)Nc1ccc(C(=O)O)cc1	-0.1	-1	10	0.4	-4	-12	i	-112	-1
30	c1ccc2c3n(nc2c1)CCCO3	-0.4	-3	1	0.3	-16	4	i	-3	-2
31	Cn1cc(Br)c(C(=O)NN2C(=O)C3C(C2=O)C2C=CC3C23CC3)n1 (centres undefined)	0.1	1	-8	0.9	-7	2	i	-4	5
32	COc1ccc(N(CC(O)Cn2cnc3ccccc32)S(=O)(=O)c2ccc(C)cc2)cc1 (centres undefined)	0.0	-2	-1	0.6	5	2	i	10	0
33	COc1cc(NC(=O)C2=C(C)OCCS2)c(Cl)cc1C(=O)NCCN(C)C	-1.3	0	-3	0.5	-7	-2	i	-2	-9
34	COc1ccccc1NC(=S)N1CCN(c2ccccn2)CC1	0.6	-2	-17	-0.4	-8	1	i	-85	-2
35	Fc1ccc(Nc2nc(N3CCOCC3)nc(N3CCOCC3)n2)cc1Cl	-0.5	3	-3	1.1	12	-1	i	-6	-3
36	COc1ccccc1NC(=O)Nc1nc(C(N)CC(C)C)cs1 (centres undefined)	-0.2	0	1	-0.1	-10	-6	i	-8	-1
37	CC1CCC(NC(=O)C2CC(=O)N(c3ccc4c(c3)OCCO4)C2)CC1 (centres undefined)	-1.1	7	-3	1.6	-7	-8	i	-20	-13
38	N#CCCN(Cc1cccnc1)S(=O)(=O)c1ccc2ccccc2c1	-0.3	4	1	-0.8	2	0	i	10	-3
39	COc1ccc(CNC(=O)Cn2ncn3c(cc4ccccc43)c2=O)cc1	-0.4	0	0	0.3	-6	0	i	-21	-7
40	CCOC(=O)C1CCCN(c2ncnc3c2cnn3-c2cccc(C)c2)C1 (centres undefined)	-0.5	2	7	0.0	13	-4	i	11	-3

Brought forward from above: 3 entries, followed by the next part.
cpd	canonical_smiles	Tb MetRS inh	Rin1-Abl PPI inh	CSN inh	MsrA inh	FAS-TE inh	E coli Lon inh	Neddylation inh	PABP1 MLLE inh	bovine MsrA act
38	N#CCCN(Cc1cccnc1)S(=O)(=O)c1ccc2ccccc2c1	-0.3	4	1	-0.8	2	0	i	10	-3
39	COc1ccc(CNC(=O)Cn2ncn3c(cc4ccccc43)c2=O)cc1	-0.4	0	0	0.3	-6	0	i	-21	-7
40	CCOC(=O)C1CCCN(c2ncnc3c2cnn3-c2cccc(C)c2)C1 (centres undefined)	-0.5	2	7	0.0	13	-4	i	11	-3
41	CCc1ccc(CCC(=O)Nc2ccc(S(N)(=O)=O)cc2)o1	-0.8	-2	2	-0.7	-4	-6	i	3	-11
42	O=C(O)c1cccc(N2C(=O)c3ccc4c5c(ccc(c35)C2=O)C(=O)N(c2cccc(C(=O)O)c2)C4=O)c1	-0.5	1	0	0.4	-8	3	i	23	-2
43	CCN(CC(=O)Nc1ccccc1C(F)(F)F)C(=O)C1CCC1	0.0	-1	0	1.0	-4	-4	i	0	5
44	O=C(COc1ccc(Cl)cc1Cl)NN=C1CCCCC1	0.5	3	2	-0.2	-2	-2	i	-6	-1
45	COc1cc(OC)cc(-c2noc(-c3csc([C@@H]4O[C@H](CO)[C@H](O)[C@H](O)[C@H]4O)n3)n2)c1	-0.2	-3	-2	-0.8	-6	-8	i	5	0
46	CCOC(=O)C(C)c1nc2ccccc2[nH]c1=O (centres undefined)	0.1	-1	2	0.6	-5	2	i	2	-3
47	CN1CCC(=C2c3ccccc3C(O)c3ccccc32)CC1 (centres undefined)	-1.5	1	4	1.4	-5	3	i	-10	-8
48	CN(CCCNC(=O)C1CCN(S(=O)(=O)c2cccc3nsnc23)CC1)Cc1ccccc1	-0.2	-7	-6	0.7	-4	9	i	5	-4
49	CC(C)OC(=O)CCC1(C(=O)O)CCC(=O)NC1 (centres undefined)	0.0	2	2	-1.0	-4	-9	i	5	-2
50	COc1ccc(-n2nnnc2SC(C)C(N)=O)cc1 (centres undefined)	-0.2	-1	-2	-0.4	-12	-5	i	5	-4
51	Cc1cccc(N2C(=O)C3CCCN3C2=S)c1 (centres undefined)	-0.4	-4	4	-1.4	-8	5	i	18	-10
52	N#Cc1nnn(-c2ccc(Cl)cc2)c1N	-0.6	-1	4	x	-2	9	i	13	1
53	CS(=O)(=O)N1CCN(C2CCN(Cc3ccccc3)CC2)CC1	0.1	0	-4	0.6	-5	-6	i	0	-2
54	CC1(C(=O)Nc2cccc(C#N)c2)CCN1C(=O)C/C=C/c1ccccc1 (centres undefined)	-0.2	-3	3	-0.2	31	3	i	-5	-2
55	O=C(Cn1c(=O)oc2ccccc21)NC(=O)NCc1ccccc1	0.1	2	-2	0.2	-4	-2	i	-19	1

3 records picked at random from the list so far:
cpd	canonical_smiles	Tb MetRS inh	Rin1-Abl PPI inh	CSN inh	MsrA inh	FAS-TE inh	E coli Lon inh	Neddylation inh	PABP1 MLLE inh	bovine MsrA act
52	N#Cc1nnn(-c2ccc(Cl)cc2)c1N	-0.6	-1	4	x	-2	9	i	13	1
50	COc1ccc(-n2nnnc2SC(C)C(N)=O)cc1 (centres undefined)	-0.2	-1	-2	-0.4	-12	-5	i	5	-4
44	O=C(COc1ccc(Cl)cc1Cl)NN=C1CCCCC1	0.5	3	2	-0.2	-2	-2	i	-6	-1

Source: PubChem BioAssay
